# PABP1 MLLE inh = blocks PAM2 peptide binding to the PABP1 MLLE domain | P11940 | GST-MLLE / FITC-PAM2 fluorescence polarization | inhibition, % at 20 µM | actives 0.36% (n = 360,000) | AID 588489; in the data active = inhibition above about 35%, passing the limit was not always enough;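 note: plate controls were DMSO wells with GST-MLLE for no effect and wells lacking GST-MLLE protein for full effect; some results filed as inactive read as strong as hits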
# MsrA inh = inhibitors of bovine MsrA; purified bovine MsrA, absorbance read-out; inhibition, % at 15.5 µM; actives 0.75% (n = 360,000); AID 651718; in the data active = inhibition above about 4.5%;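 note: 0% = vehicle wells with enzyme and 100% = reference inhibitor wells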
# CendR NRP1 mod = NRP-1/CendR interaction modulation | inhibition, % at 25 µM | AID 602438 | O14786 | FAM-RPARPAR peptide binding to NRP-1, fluorescence polarization | actives 0.85% (n = 360,000);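 active = inhibition or corrected inhibition above about 18%, plus a signal ratio from 0.5 to 1.5, limit read from the data, passing the limit was not always enough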; note: strong numbers were not always called active
# eLon inh = inhibits E. coli Lon protease. purified E. coli Lon protease, fluorescence polarization. actives 0.42% (n = 360,000). P0A9M0. inhibition, % at 7.94 µM; in the data active = inhibition above about 13%, passing the limit was not always enough;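 note: 0% = enzyme with probe and DMSO and 100% = no enzyme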
# Tb MetRS inh = Trypanosoma brucei MetRS inhibition. purified T. brucei MetRS, ATP depletion, Kinase-Glo luminescence. inhibition, % at 11.9 µM. actives 0.4% (n = 360,000);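 active = inhibition above a per-plate cutoff of the control wells' mean inhibition plus 3 SD, cut at about 5.5% in these data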;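 note: 0% = DMSO wells median and 100% = median of wells with control inhibitor compound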
#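 Assay system: T. brucei methionyl-tRNA synthetase, purified | Medium: HEPES buffer with MgCl2, KCl, DTT, spermine, BSA, pyrophosphatase | Compound: 11.9 µM single point | Incubation: 15 min enzyme-compound preincubation, 2 h reaction, 10 min detection, 25 °C | Measured by: Kinase-Glo luciferase luminescence reporting remaining unconsumed ATP | Measure: % inhibition normalized to control-well medians | Replication: Singlicate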
# FAS TE block = FAS thioesterase (human) inhibition | actives 0.67% (n = 360,000) | recombinant FAS-TE, OMFH fluorogenic substrate, fluorescence endpoint | P49327 | inhibition, % at 15 µM;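 active = compounds whose normalised, plate-corrected inhibition of enzyme fluorescence in the single-dose primary screen is 50% or more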;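 note: 0% = DMSO with enzyme and 100% = substrate without enzyme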
# Target sequence (P49327 whole entry, looked up): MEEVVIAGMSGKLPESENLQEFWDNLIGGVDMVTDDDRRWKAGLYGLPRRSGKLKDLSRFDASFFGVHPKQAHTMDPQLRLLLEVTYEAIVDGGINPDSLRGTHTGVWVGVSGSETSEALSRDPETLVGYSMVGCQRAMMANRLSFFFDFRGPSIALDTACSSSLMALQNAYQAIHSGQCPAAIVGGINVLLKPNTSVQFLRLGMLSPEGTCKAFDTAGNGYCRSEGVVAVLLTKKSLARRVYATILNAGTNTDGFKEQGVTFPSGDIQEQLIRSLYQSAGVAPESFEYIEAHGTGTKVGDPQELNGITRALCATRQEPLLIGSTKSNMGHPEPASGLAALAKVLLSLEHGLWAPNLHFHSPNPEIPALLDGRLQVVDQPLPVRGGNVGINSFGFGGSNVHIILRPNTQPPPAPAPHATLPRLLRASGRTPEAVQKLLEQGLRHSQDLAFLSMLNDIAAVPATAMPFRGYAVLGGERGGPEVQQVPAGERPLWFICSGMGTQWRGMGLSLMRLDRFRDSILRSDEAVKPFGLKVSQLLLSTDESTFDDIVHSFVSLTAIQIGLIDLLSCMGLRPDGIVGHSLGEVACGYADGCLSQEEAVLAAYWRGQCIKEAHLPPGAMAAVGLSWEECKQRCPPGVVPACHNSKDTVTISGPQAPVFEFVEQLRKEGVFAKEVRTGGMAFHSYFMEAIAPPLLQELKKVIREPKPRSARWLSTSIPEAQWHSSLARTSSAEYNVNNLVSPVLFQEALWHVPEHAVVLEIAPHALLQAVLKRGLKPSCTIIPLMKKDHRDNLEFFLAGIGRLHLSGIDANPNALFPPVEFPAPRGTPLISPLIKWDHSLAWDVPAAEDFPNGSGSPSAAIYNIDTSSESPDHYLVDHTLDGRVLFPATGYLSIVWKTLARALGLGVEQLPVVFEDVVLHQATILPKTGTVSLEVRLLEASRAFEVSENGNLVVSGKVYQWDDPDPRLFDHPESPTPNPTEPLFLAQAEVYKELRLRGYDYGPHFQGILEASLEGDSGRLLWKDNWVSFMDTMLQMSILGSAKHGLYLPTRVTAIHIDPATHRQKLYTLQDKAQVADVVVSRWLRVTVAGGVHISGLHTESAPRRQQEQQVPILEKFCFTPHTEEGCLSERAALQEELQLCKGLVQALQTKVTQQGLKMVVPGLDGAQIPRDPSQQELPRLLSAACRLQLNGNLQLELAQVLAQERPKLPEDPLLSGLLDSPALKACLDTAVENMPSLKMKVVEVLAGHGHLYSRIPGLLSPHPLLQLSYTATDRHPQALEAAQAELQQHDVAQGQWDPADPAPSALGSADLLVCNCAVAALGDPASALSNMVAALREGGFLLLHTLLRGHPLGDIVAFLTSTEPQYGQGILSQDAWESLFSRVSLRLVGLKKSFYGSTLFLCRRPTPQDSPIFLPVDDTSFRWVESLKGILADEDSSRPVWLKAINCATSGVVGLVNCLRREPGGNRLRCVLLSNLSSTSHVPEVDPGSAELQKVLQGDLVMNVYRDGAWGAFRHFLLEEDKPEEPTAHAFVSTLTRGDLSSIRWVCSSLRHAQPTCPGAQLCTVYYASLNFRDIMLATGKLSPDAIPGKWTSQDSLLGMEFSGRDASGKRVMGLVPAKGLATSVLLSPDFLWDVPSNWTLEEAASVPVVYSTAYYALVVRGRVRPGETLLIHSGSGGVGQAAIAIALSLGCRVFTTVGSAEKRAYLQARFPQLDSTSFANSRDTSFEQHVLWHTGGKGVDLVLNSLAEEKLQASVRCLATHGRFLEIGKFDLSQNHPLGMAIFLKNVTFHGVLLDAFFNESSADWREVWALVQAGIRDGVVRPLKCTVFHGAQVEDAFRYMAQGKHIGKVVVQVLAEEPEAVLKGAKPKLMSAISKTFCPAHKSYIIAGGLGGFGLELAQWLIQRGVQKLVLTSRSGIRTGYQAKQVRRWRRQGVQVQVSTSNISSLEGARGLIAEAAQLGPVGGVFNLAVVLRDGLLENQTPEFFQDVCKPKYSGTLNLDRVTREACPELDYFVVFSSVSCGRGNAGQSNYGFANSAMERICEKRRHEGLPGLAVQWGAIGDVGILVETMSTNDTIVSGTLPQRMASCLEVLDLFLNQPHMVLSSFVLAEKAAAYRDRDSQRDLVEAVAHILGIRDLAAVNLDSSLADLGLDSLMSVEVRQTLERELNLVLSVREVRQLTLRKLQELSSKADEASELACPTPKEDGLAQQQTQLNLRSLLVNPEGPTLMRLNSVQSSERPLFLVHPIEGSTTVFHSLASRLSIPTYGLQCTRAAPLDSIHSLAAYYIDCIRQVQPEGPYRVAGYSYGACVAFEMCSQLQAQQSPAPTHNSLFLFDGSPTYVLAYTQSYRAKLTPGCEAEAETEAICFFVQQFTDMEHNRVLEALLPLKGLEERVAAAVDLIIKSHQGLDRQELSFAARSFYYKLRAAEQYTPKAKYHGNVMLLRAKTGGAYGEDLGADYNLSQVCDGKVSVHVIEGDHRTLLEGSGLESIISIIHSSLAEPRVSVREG
# SKN-1 inh = blocks SKN-1 activity in C. elegans | C. elegans VP596 Pgst-4::GFP/RFP ratio, acrylamide-induced, 24 h | inhibition, % at 21.8 µM | actives 0.49% (n = 360,000);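 active = interference check ratio from 0.5 to 1.5 plus GFP to RFP signal ratio inhibition reaching or exceeding a fixed threshold, cut at about 30% in these data, passing the limit was not always enough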; note: some compounds called inactive have numbers as strong as hits
# MT1-MMP act inh = blocks activation of human MT1-MMP; P50281; HT1080 RFP-PRO-GFP cells, GFP/RFP ratio fluorescence, overnight; percent of plate control window, DMSO zero; GFP/RFP ratio change, % at 20 µM; actives 0.061% (n = 360,000);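 active = GFP/RFP ratio change of at least 30% with cell ATP level not reduced by more than half and red fluorescence within 50% of control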; note: strong numbers were not always called active
#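 system = RFP-PRO-GFP reporter HT1080 cells | dosing = 20 µM single dose, 1% DMSO | timing = overnight cell settling, then overnight compound exposure, 37 °C, 5% CO2 | read-out basis = GFP/RFP fluorescence ratio | controls = DMSO and RFP-L50D-GFP cell wells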
# MsrA act = bovine methionine sulfoxide reductase A activation | purified bovine MsrA, absorbance read-out | activation, % at 10.6 µM | actives 0.3% (n = 360,000); in the data active = activation above about 7.5%;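 note: 0% = vehicle and 100% = reference activator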
# * hit, by the source's call; / = not tested or not shown. The order is random (roughly 4% active in at least one column).
item	SMILES	PABP1 MLLE inh	MsrA inh	CendR NRP1 mod	eLon inh	Tb MetRS inh
1	O=C(O)CCC(=O)Nc1sc2c(c1C(=O)Nc1ccccc1)CCCCC2	-50	2.2	-11	-15	-0.8
2	Cc1ccc(OCCNC(=O)C2CC(=O)N(Cc3ccccc3)C2)cc1 (stereo unspecified)	7	-0.8	-2	-4	-0.3
3	C=C[C@@]1(C)CCC(/C(C)=C/C=C/C(C)(C)O)C[C@@H]1C(=C)C (stereo partly specified)	-3	0.4	-1	8	-0.1
4	COc1ccc(Cn2nnnc2C(c2cccnc2)N2CCN(c3ccc(O)cc3)CC2)cc1 (stereo unspecified)	7	0.2	-9	-15	-0.6
5	COc1ccc(N=c2oc3c(OC)cccc3cc2C(=O)NCc2ccco2)cc1OC	14	/	-2	-9	-0.1
6	O=C1OC(CO)CN1Cc1ccccc1 (stereo unspecified)	0	-1.2	-1	21	-0.7
7	CCC(C(=O)OCC(=O)Nc1ccc(C)c(S(=O)(=O)N2CCOCC2)c1)c1ccccc1 (stereo unspecified)	-37	0.4	-3	-14	-0.1
8	O=C(C[n+]1cc(-c2ccc(Cl)cc2)n2c1CCC2)N1c2ccccc2Sc2ccccc21	2	-0.7	-8	3	-0.3
9	CCCSc1ccc([C@H]2N[C@@](Cc3ccccc3)(C(=O)OC)[C@H]3C(=O)N(C)C(=O)[C@@H]23)cc1	6	0.4	6	22*	-0.2
10	Cc1cccc(NC(=O)c2ccc3c(c2)C(=O)N(Cc2cccnc2)C3=O)c1C	11	-0.4	1	-11	1.1

item	FAS TE block	SKN-1 inh	MT1-MMP act inh	MsrA act
1	-6	-3	-12	-10
2	-5	-8	-6	-7
3	-5	1	2	0
4	-1	5	-1	-3
5	20	-12	11	-2
6	-1	-8	-3	-2
7	12	-3	4	2
8	-1	-9	-11	-2
9	17	-7	-1	-3
10	-6	-5	-1	-3

# Further records.
item	SMILES	PABP1 MLLE inh	MsrA inh	CendR NRP1 mod	eLon inh	Tb MetRS inh
11	CCOc1cc(OCC)c(C(C)=O)cc1OCC	1	0.9	-26	0	-0.6
12	O=C(O)c1ccc(NS(=O)(=O)c2ccc3c(c2)C(=O)c2cc(S(=O)(=O)Nc4ccc(C(=O)O)cc4)ccc2-3)cc1	3	1.8	-60	-4	5.7*
13	O=C(c1ccc(N2CCCC2=O)cc1)N1CCN(c2ccccc2F)CC1	-12	0.1	3	9	-0.7
14	CC(=O)Nc1cc(-c2ccccc2CN(C)C)cn2c(-c3ccc(F)c(Cl)c3)cnc12	-9	1.2	-1	0	-0.1
15	S=c1[nH]nc(-c2cc(-c3ccco3)[nH]n2)n1-c1ccccc1	-2	-0.2	8	-9	-0.1
16	Cc1ccc(C(C)C)c(OCCN2CCc3ccccc3C2)c1	9	-1.0	3	-3	-0.8
17	COc1ccc(C(=O)Nc2ccccc2C(=O)Nc2cc(C)ccn2)cc1	-8	-0.5	-11	0	-0.5
18	C=C1CC[C@H](O)C/C1=C/C=C1\CCC[C@]2(C)[C@@H]([C@H](C)/C=C/[C@H](C)C(C)C)CC[C@@H]12	-12	-0.8	-22	-4	-1.0
19	O=C(CCNC(=O)c1ccco1)Nc1nc2ccccc2s1	-28	1.3	0	4	-0.6
20	CC(NS(C)(=O)=O)C(c1cccs1)N1CCN(c2ccccc2F)CC1 (stereo unspecified)	1	-0.5	0	1	0.1

item	FAS TE block	SKN-1 inh	MT1-MMP act inh	MsrA act
11	-5	4	-2	-15
12	-7	-2	6	-9
13	-4	1	-1	-1
14	9	5	-7	-10
15	-6	-10	4	1
16	29	3	-4	-2
17	19	14	-2	-2
18	41	2	-6	0
19	-4	-2	9	-3
20	-3	-3	1	-2

# (further entries)
item	SMILES	PABP1 MLLE inh	MsrA inh	CendR NRP1 mod	eLon inh	Tb MetRS inh
21	Cc1cc(C)cc(NC(=S)Nc2cccc3ccccc23)c1	25	-0.2	10	9	-0.3
22	COc1nc(-c2ccccc2)ccc1-c1noc(-c2ccco2)n1	-137	0.0	-19	-2	0.5
23	O=C(Cn1cnc2ccccc21)c1ccc(Cl)cc1	-16	-0.7	4	1	-0.9
24	CC(C)(CC(=O)c1ccccc1)CC(=O)c1ccccc1	-19	-0.4	-8	-1	-0.4
25	CCOC(=O)CC(=O)CSc1nc2ccc(OC)cc2cc1C	22	0.6	-10	-2	-1.1
26	COc1ccc(NC(=O)Nc2nnc(-c3ccccc3F)s2)cc1	0	1.1	-4	3	-0.4
27	COc1ccc(CN2CCNC(=O)C2CC(=O)NCCN2CCCCC2=O)c(F)c1 (stereo unspecified)	-2	-0.1	11	16	-0.4
28	CC(C)(C)c1nnc2sc(SCC(O)=C(C#N)c3nc4ccccc4[nH]3)nn2c1=O	-49	0.6	-47	-37	-0.1
29	COc1cc(-c2nc(S(=O)(=O)c3ccccc3)c(N3CCOCC3)o2)cc(OC)c1OC	3	-1.2	-2	0	-0.7
30	CS(=O)(=O)N(CC(=O)NCC1CCCO1)c1cc(Cl)cc(Cl)c1 (stereo unspecified)	-3	-0.1	-9	-10	-0.7

item	FAS TE block	SKN-1 inh	MT1-MMP act inh	MsrA act
21	10	4	1	-3
22	16	63*	-3	0
23	2	23	1	-5
24	7	15	0	-2
25	14	-6	-6	-8
26	-3	-3	2	-3
27	-6	-6	0	-8
28	-24	16	-11	1
29	0	0	-9	-10
30	-6	-2	10	-3

# Next section.
item	SMILES	PABP1 MLLE inh	MsrA inh	CendR NRP1 mod	eLon inh	Tb MetRS inh
31	CC(C)(C)n1nnnc1C(c1ccnc2ccccc12)N1CCN(C/C=C/c2ccccc2)CC1 (stereo unspecified)	3	0.2	1	-9	-0.2
32	COc1cccc(NCc2nnc(SCC(=O)NC3CCS(=O)(=O)C3)n2C2CCCCC2)c1 (stereo unspecified)	-8	-0.3	3	9	-0.5
33	CCc1ccc(S(=O)(=O)Nc2nnc(N)s2)cc1	-7	0.4	-5	12	-0.8
34	O=C(CN(C1CCCCC1)S(=O)(=O)c1ccccc1)NCc1ccco1	-2	-0.3	-22	1	-1.0
35	CC(C)n1nc(C(=O)NCc2ccc3c(c2)OCO3)c2ccccc2c1=O	-2	-0.2	-11	1	-0.3
36	O=S(=O)(c1ccc(F)cc1)N1CCN(C(=S)NCc2ccccc2)CC1	-121	0.7	3	-10	-1.2
37	COCc1ccc(CN2CCCC(CCC(=O)NCc3ccc(C)o3)C2)o1 (stereo unspecified)	14	-0.2	6	1	-0.9
38	COc1cccc(CNCc2ccc3c(c2)OCO3)c1	5	0.5	-5	5	-1.8
39	CC(CCc1ccccc1)NC(=O)CN1CCN(Cc2ccc(Cl)cc2)C1=O (stereo unspecified)	-8	-0.2	4	-2	-0.3
40	CCC(=O)NC(=S)Nc1ccc(NC(=O)COc2ccc(Cl)c(C)c2)cc1	13	-1.1	-8	-2	0.1

item	FAS TE block	SKN-1 inh	MT1-MMP act inh	MsrA act
31	4	9	-2	0
32	-5	11	-1	-7
33	-5	-10	0	-6
34	-1	-4	-1	-3
35	5	5	1	-2
36	2	-6	9	-10
37	-4	6	-10	-1
38	-2	4	3	-3
39	11	-6	1	-2
40	-1	-6	11	-1

# (further entries)
item	SMILES	PABP1 MLLE inh	MsrA inh	CendR NRP1 mod	eLon inh	Tb MetRS inh
41	CC(C)(C)n1nnnc1C(c1ccncc1)N1CCCCCC1 (stereo unspecified)	11	-0.5	-13	4	-0.6
42	CCCCOc1ccc(OCCNS(=O)(=O)N(C)C)cc1	-2	-0.2	-2	-5	-0.4
43	COC(=O)c1cn(CC(C)n2c(=O)c3ccccc3n2Cc2cc(C(C)C)no2)nn1 (stereo unspecified)	/	-0.8	11	/	-0.1
44	CCOC(=O)Cn1c(=O)oc2cc(S(=O)(=O)N3CCCC(C)C3)ccc21 (stereo unspecified)	-5	-0.3	-26	8	-0.1
45	CCOC(=O)c1cc(C#N)c(Nc2ccc(C)cc2)nc1C(F)(F)F	-1	-0.5	-3	10	0.2
46	O=C(C1CCN(S(=O)(=O)c2cccc3nsnc23)CC1)N1CCN(c2ccccc2F)CC1	12	0.3	-6	3	0.2
47	CC(C)c1nc(NCCO)c(C#N)c2c1CCCC2	-2	8.8*	-8	8	-1.9
48	Cc1ccc(S(=O)(=O)N(C)C)cc1NC(=S)Nc1ccc2cn[nH]c2c1	29	-0.9	0	-3	-0.3
49	CCOC(=O)c1c(C2CC2)csc1NC(=O)COC(=O)c1cc(OC)c(OC)cc1[N+](=O)[O-]	-3	-1.9	-5	0	-0.5
50	CCC1CCCCN1CCCNC(=O)CN1C(=O)COc2ccc(S(=O)(=O)N3CCOCC3)cc21 (stereo unspecified)	3	0.5	3	1	-0.1
51	O=C(CCC(=O)N1CCN(S(=O)(=O)c2ccc(Cl)cc2)CC1)NCc1ccccc1	4	-0.9	-11	3	-0.9
52	COC(=O)c1c(N(S(C)(=O)=O)S(C)(=O)=O)sc2c1CCN(c1ncc(C(F)(F)F)cc1Cl)C2	2	0.9	-12	-13	-1.3
53	O=c1[nH]c(C2CCN(S(=O)(=O)c3ccc(C(F)(F)F)cc3)CC2)nc2c1nnn2Cc1ccccc1	-7	1.0	2	0	-0.6

item	FAS TE block	SKN-1 inh	MT1-MMP act inh	MsrA act
41	-3	5	0	-3
42	0	3	-1	0
43	/	4	8	/
44	-11	14	-5	0
45	0	-1	0	-1
46	6	-2	-1	-1
47	4	-6	-3	-12
48	-6	-2	-1	-3
49	14	7	2	-2
50	-5	19	-1	-4
51	-2	1	-2	-8
52	13	9	3	-13
53	-13	0	-2	-2
